# hgDAF12 agonist: agonists of H. glycines DAF-12 nuclear receptor; HEK293 GAL4-hgDAF12 UAS-luciferase reporter, agonist luminescence; normalized to butyrate control; 370,000 compounds, 1.8% hits; activation, % at 6.8 µM;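 active means activation above a cutoff set at the mean of all screened compounds plus 3 SD, cut at about 10% in these data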;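 further: 0% = DMSO wells and 100% = sodium butyrate wells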
# DAX1 inh-1: inhibits human nuclear receptor DAX1; P51843; HEK293 Gal4-DAX1 luciferase reporter, luminescence; inhibition, % at 6.75 µM; 340,000 compounds, 0.99% hits; AID 504766;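 active means inhibition above the mean over all tested compounds plus 3 SD, cut at about 4.2% in these data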;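 further: 0% = DAX1-transfected cells with DMSO and 100% = empty-vector control cells with DMSO; inhibition shows as a rise in luminescence from relieved DAX1 repression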
# Target sequence (P51843 207-470 limits assumed): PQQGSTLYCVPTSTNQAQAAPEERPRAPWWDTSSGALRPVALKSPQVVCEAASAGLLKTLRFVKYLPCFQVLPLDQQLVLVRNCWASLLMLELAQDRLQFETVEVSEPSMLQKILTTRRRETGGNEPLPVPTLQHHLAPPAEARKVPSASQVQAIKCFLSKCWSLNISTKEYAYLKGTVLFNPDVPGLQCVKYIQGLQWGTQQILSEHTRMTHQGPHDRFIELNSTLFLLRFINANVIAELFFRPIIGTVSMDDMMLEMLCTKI
# Rev-erbA mod: Rev-erb alpha (human) modulation; P20393; Rev-erbα–FITC-DNA binding, fluorescence polarization, 90 min; activity, % at 10 µM; 370,000 compounds, 0.79% hits; AID 1259318;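 active means activity above about 14%, limit read from the data; passing the limit was not always enough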;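 further: 0% = DMSO wells with 35 nM protein and 100% = DMSO wells with 750 nM protein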
# Target sequence (P20393 whole entry, looked up): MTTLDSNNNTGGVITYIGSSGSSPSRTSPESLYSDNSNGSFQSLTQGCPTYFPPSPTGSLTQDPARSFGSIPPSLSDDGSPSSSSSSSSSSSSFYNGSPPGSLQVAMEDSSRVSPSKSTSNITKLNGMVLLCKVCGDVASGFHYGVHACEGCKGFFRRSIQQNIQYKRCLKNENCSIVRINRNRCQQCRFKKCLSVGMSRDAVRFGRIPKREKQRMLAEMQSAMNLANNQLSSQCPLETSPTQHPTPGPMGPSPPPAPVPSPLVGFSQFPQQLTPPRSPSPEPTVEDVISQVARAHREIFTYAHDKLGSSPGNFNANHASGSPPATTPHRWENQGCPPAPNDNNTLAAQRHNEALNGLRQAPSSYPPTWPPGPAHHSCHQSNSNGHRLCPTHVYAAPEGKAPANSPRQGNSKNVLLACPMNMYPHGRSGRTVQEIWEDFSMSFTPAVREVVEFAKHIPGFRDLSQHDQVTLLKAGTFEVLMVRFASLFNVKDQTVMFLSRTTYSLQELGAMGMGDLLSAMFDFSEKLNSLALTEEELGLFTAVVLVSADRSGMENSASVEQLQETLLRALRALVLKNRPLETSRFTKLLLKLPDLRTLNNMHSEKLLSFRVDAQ
# MBD2 inh: inhibitors of human MBD2 binding to methylated oligonucleotide | Q9UBB5 | AID 686964 | inhibition, % at 4.4 µM | TR-FRET | 370,000 compounds, 0.31% hits; in the data active means inhibition above about 13%
# DAX1 inh-2: blocks DAX1 repression of SF-1 activated StAR promoter. HEK293T StAR-luciferase reporter, SF-1/DAX-1 repression relief. inhibition, % at 6.8 µM. 370,000 compounds, 1.1% hits. AID 652010;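 active means inhibition above the mean over all tested compounds plus 3 SD, cut at about 3.6% in these data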;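 further: 0% = DAX-1 cells with DMSO and 100% = cells lacking DAX-1 with DMSO; higher inhibition means more luminescence from relief of DAX-1 repression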
# ssDAF12 agonist: activates DAF-12 receptor from parasite S. stercoralis. HEK293 ssDAF-12/GRIP1 lit1-tk-luc reporter, luminescence; % of 3 µM dafachronic acid response. activation, % at 6.8 µM. 370,000 compounds, 1% hits;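 active means activation above the mean over all tested compounds plus 3 SD, cut at about 0.9% in these data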;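 further: 0% = DMSO-only wells and 100% = 3 µM delta7-dafachronic acid wells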
# PLCb3 inh: PLC-beta3 (human) inhibition, primary screen; AID 720704; Purified PLC-beta3, fluorogenic substrate, fluorescence; 370,000 compounds, 0.18% hits; inhibition, % at 12.2 µM; in the data active means inhibition above about 11%;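 further: 0% = median of compound wells on plate and 100% = full blocker control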
# hcDAF-12 act: activates DAF-12 receptor from parasite H. contortus | AID 652067 | 370,000 compounds, 1.4% hits | HEK293 hcDAF-12 lit1-tk-luc reporter, luminescence; 0% DMSO, 100% Δ7-dafachronic acid | activation, % at 6.8 µM;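 active means activation above the mean of all tested compounds plus 3 SD, cut at about 5.5% in these data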;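 further: 100% = response to 3 µM Δ7-dafachronic acid high control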
# PLCg1 inh: blocks human PLC-gamma1 enzyme activity; P19174; purified PLC-gamma1, fluorogenic substrate, fluorescence; inhibition, % at 12.2 µM; 370,000 compounds, 0.84% hits; AID 720700; in the data active means inhibition above about 9.5%
# ADAM17 inh: inhibits human ADAM17. P78536. recombinant ADAM17, EDANS/DABCYL FRET peptide cleavage. inhibition, % at 6.95 µM. 370,000 compounds, 0.83% hits. AID 720648;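 active means inhibition above the mean of compounds lying between control limits plus 3 SD, set per campaign, cut at about 8.5% in these data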;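 further: 0% = DMSO-only wells as the low control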
# SMARCA2 act: SMARCA2 function activation, primary screen; AID 652017; 370,000 compounds, 1% hits; MG213 cells, MMTV-luciferase reporter, dexamethasone, overnight; activation, % at 9.1 µM; in the data active means activation above about 7.8%;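 further: 0% = vehicle wells and 100% = reference activator wells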
# Starred values were filed as active, the others as inactive; i = inactive; · = no result given.
SMILES,hgDAF12 agonist,DAX1 inh-1,Rev-erbA mod,MBD2 inh,DAX1 inh-2,ssDAF12 agonist,PLCb3 inh,hcDAF-12 act,PLCg1 inh,ADAM17 inh,SMARCA2 act
COC(C[C@@H](O)C[C@@H](O)COCc1ccccc1)OC,-1.5,2.0,-7,-1,-0.3,-0.8,2,-1.1,-2,-2,1
CC(=O)Nc1cccc(NC(=O)c2ccc(COc3ccccc3)cc2)c1,13*,1.4,7,1,2.4,-0.1,-2,3.2,3,0,7
Nc1nc(SCC(=O)N2CCN(c3ccc(F)cc3)CC2)n[nH]1,0.9,-0.1,-10,48*,-1.0,-0.6,-5,-0.1,0,-1,4
O=C(NCCCN1CCOCC1)c1ccc([N+](=O)[O-])cc1[N+](=O)[O-],0.5,0.2,5,4,-0.7,-1.2,3,0.0,0,-2,-3
CCN(CC1CCCN(CCc2cccc(OC)c2)C1)C(=O)c1ccc(COC)o1 (stereo not drawn),0.4,-0.3,-4,-3,-0.9,-1.3,-5,1.9,2,-5,-2
Cc1ccccc1CNC(=O)CCC(=O)N1CCOc2ccccc21,3.5,-0.2,1,0,-0.8,-0.8,-1,-0.8,1,-1,1
Cc1c(-c2ccccc2)oc2c(C(=O)OCC(=O)Nc3ccc(F)cc3)cccc2c1=O,1.8,0.6,12,0,-0.3,-1.7,1,0.0,0,-3,0
CCSc1nc(N)c(C#N)c(-c2ccccc2Cl)c1C#N,-2.3,-0.4,25*,-8,-0.8,-1.0,-11,-2.3,-15,-3,-3
COc1ccc(CN2CC(C(=O)NCCCN3CCCC(C)C3)CC2=O)cc1 (stereo not drawn),3.4,1.0,-5,1,0.6,-0.8,-5,2.3,3,-2,2
COc1ccc(C(=O)N/C(=C\c2cn(C)c3ccccc23)C(=O)NCCCN2CCOCC2)cc1,1.9,0.7,8,0,0.6,-0.7,-10,0.3,2,-4,-2
COc1ccc(NC(=O)CCNS(=O)(=O)c2ccc3c(c2)c(=O)n(C)c(=O)n3C)cc1,1.3,-0.9,-4,1,0.8,-1.4,3,-1.5,0,-4,0
O=C(COC(=O)c1ccc(O)cc1O)NCCN1C(=O)CSC1=O,-2.1,1.3,8,0,-0.3,-1.2,-9,-0.9,1,-8,-1
CCc1nnc(SCC(=O)NC2CCCC2)nc1CC,-1.2,-1.6,3,1,-0.2,-0.9,7,0.4,1,0,0
O=C(OCc1ccccc1)c1ccc2c(c1)-c1ccccc1C2=O,2.9,2.2,-1,10,0.8,-1.2,1,-1.6,0,-4,0
NC(=O)COc1cccc(/C=N/NC(=O)c2ccc(-n3cccc3)cc2)c1,-1.5,3.2,1,-1,-0.8,-1.8,-4,-1.6,1,-1,-2
CC1CN(CC(O)COCc2ccc3c(c2)OCO3)CC(C)O1 (stereo not drawn),0.2,1.4,3,-3,-0.1,-0.9,-2,-0.8,0,-2,-2
CCC(C)NC(=O)c1cc(Cl)c(NC(=O)C2=C(C)OCCS2)cc1OC (stereo not drawn),1.8,-1.9,5,-2,0.1,-1.0,4,1.1,0,0,-2
CCc1noc(C)c1C(=O)Nc1cccc(S(=O)(=O)N2CCCCCC2)c1,-2.7,-1.5,-2,2,-1.6,-1.2,-4,-1.6,4,-4,1
COc1ccc(C(=O)NC(=S)N2CCCC2)cc1,-1.3,1.5,2,0,2.1,-0.4,-5,-0.8,-1,-4,-2
Cc1ccc(OCc2nnc(NC(=O)OCC(C)C)s2)cc1,-1.1,2.2,-1,3,-0.6,-1.2,0,-1.1,2,-5,1

# Part of the list above, tab-delimited:
structure	hgDAF12 agonist	DAX1 inh-1	Rev-erbA mod	MBD2 inh	DAX1 inh-2	ssDAF12 agonist	PLCb3 inh	hcDAF-12 act	PLCg1 inh	ADAM17 inh	SMARCA2 act
CCc1noc(C)c1C(=O)Nc1cccc(S(=O)(=O)N2CCCCCC2)c1	-2.7	-1.5	-2	2	-1.6	-1.2	-4	-1.6	4	-4	1
NC(=O)COc1cccc(/C=N/NC(=O)c2ccc(-n3cccc3)cc2)c1	-1.5	3.2	1	-1	-0.8	-1.8	-4	-1.6	1	-1	-2
COc1ccc(C(=O)NC(=S)N2CCCC2)cc1	-1.3	1.5	2	0	2.1	-0.4	-5	-0.8	-1	-4	-2
Cc1ccc(OCc2nnc(NC(=O)OCC(C)C)s2)cc1	-1.1	2.2	-1	3	-0.6	-1.2	0	-1.1	2	-5	1

# (list continues)
SMILES,hgDAF12 agonist,DAX1 inh-1,Rev-erbA mod,MBD2 inh,DAX1 inh-2,ssDAF12 agonist,PLCb3 inh,hcDAF-12 act,PLCg1 inh,ADAM17 inh,SMARCA2 act
O=C(COC(=O)c1nc(Cl)ccc1Cl)Nc1ccc(Cl)cn1,0.4,0.6,1,-3,-0.5,1.0*,-15,5.7*,-4,-8,-1
CCC(C)[C@H](NC(=O)NCCCn1ccnc1)C(=O)OC (stereo partly drawn),1.6,0.5,-1,1,0.1,-0.8,1,-1.0,-1,-1,0
CCOC(=O)c1c(C)[nH]c(C)c1C(=O)COC(=O)c1cc2ccccc2cc1OC,-0.5,-2.1,-3,3,-0.5,-1.5,-32,-1.6,-33,-16,3
N#Cc1nc(-c2cccc(Cl)c2)oc1NCc1cccnc1,-0.4,1.4,-2,2,-0.8,-1.6,i,-1.2,i,-329,-3
COc1cc(OC)c2c(C)cc(=O)oc2c1C(CCN1CCN(c2ccccc2)CC1)c1ccc2c(c1)OCO2 (stereo not drawn),-5.3,-0.4,0,-1,-0.4,-2.0,-30,-1.1,-18,2,0
C/C(=N\Nc1nc(-c2cc(C)ccc2C)cs1)c1cc2c(ccc3ccccc32)oc1=O,1.4,-0.9,1,-4,-0.4,0.3,-150,2.0,-242,-108,-2
COc1ccc(-c2[nH]ncc2CN2CCC(O)(c3ccc(Cl)cc3)CC2)cc1,-0.1,0.7,-1,5,-1.3,-2.1,1,-2.5,-1,-7,-3
COc1ccc(C(=O)NC(=S)Nc2ccc(Cc3ccncc3)cc2)cc1,-0.6,-1.5,-3,-8,-0.8,-2.2,4,-0.8,2,9.0*,-8
OCCC1CN(Cc2ccc(Oc3ncccn3)cc2)CCN1CCc1ccccc1 (stereo not drawn),-1.4,1.2,-6,0,-0.8,-0.5,1,0.8,3,-1,2
COc1ccc(C2(O)CCN(Cc3nnnn3Cc3ccc(C)cc3)CC2)cc1,1.0,1.4,-2,-4,-0.3,-1.4,-5,-4.3,-7,-1,5
O=C(C1=NN[C@@H]2C(=O)N(Cc3ccccc3)C(=O)[C@H]12)c1ccc(F)cc1,1.4,·,4,-3,0.8,-0.9,-4,-1.0,0,0,-2
COc1ccc(OCC2NCCc3cc(OC)c(OC)cc32)cc1 (stereo not drawn),1.0,0.1,0,1,0.0,-1.2,-297,-0.6,-56,-8,-1
CC(C(=O)N1CCCCC1)N1C(=O)c2ccccc2C1=O (stereo not drawn),-2.0,-0.4,-3,3,-0.3,-0.8,-1,-1.9,0,-5,2
O=C1c2nccnc2C(=O)N1Cc1ccccc1,-2.5,0.1,-1,8,-1.6,-1.1,-1,-1.5,-1,2,-1
Brc1ccc(-c2noc(CCc3ccccc3)n2)cc1,3.4,4.7*,4,-6,0.9,-1.3,3,-1.1,2,1,1
C=CCn1c(SCC(=O)O)nnc1-c1ccco1,0.5,·,0,-6,-0.4,-1.9,1,0.5,-3,-2,-2
CC(C)C[C@H](NC(=O)NC(C)C)C(=O)O,-0.7,-0.1,-4,3,0.4,-1.0,0,0.1,-1,-4,0
COc1ccc(N2CCN(C(=O)COC(=O)c3c(-c4ccccc4)noc3C)CC2)cc1,-1.3,0.1,0,3,-1.1,-1.3,-5,-0.1,-2,-4,-1
CC1(C)CC(C)(O)P(=O)(c2ccccc2)O1 (stereo not drawn),-2.3,0.4,-1,-4,-0.8,-1.3,-1,1.0,-1,0,-1
O=C(NNC(=O)C12CC3CC(CC(Cl)(C3)C1)C2)c1csc(N2CCOCC2)n1,-0.1,0.3,-5,-4,2.3,-1.2,-18,-0.3,-1,2,-3
Cc1cc([N+](=O)[O-])nn1CCCC(=O)Nc1cc(Oc2ccccc2)cc([N+](=O)[O-])c1,1.6,1.4,5,4,-0.2,-0.2,3,1.0,5,3,-1
Cc1ccc(S(=O)(=O)N2CCC(C(=O)NCCCn3ccnc3)CC2)cc1,-0.2,1.9,5,5,0.7,-1.6,-11,0.4,-1,-1,-3
COc1ccc2c(c1)OC[C@H]1[C@H]2N2C(=O)CNC(=O)[C@@]2(C)[C@H]1c1ccccc1,-0.1,·,-1,0,0.0,-1.3,4,-1.5,-2,-5,1
CC1Cc2ccccc2N1C(=O)c1cnsn1 (stereo not drawn),-0.3,0.6,0,0,0.4,-0.5,-1,1.0,-1,-3,-2
COc1ccc(C2CC(c3cccc([N+](=O)[O-])c3)=NN2/C(C)=C/C(C)=O)cc1 (stereo not drawn),3.9,0.3,11,-1,0.5,-0.5,0,0.1,-1,0,-1
Cc1ccc(C)c(SCC(=O)OC/C(O)=C(\C#N)c2nc3ccccc3[nH]2)c1,-4.9,-0.2,1,9,-1.5,-0.8,-100,3.3,-87,-18,7
COc1cccc(CNC(=O)CN2C(=O)COc3ccc(S(=O)(=O)N4CCCCC4)cc32)c1,-1.3,-0.6,7,2,-0.6,-1.6,-4,-1.4,0,0,-3
O=C(NCc1ccco1)/C(=C\C=C\c1ccccc1)NC(=O)c1ccccc1Br,-2.0,1.7,-1,0,-0.7,-1.9,-33,-0.7,-4,1,-5
COC(=O)C1C(=O)C2=C(CC1C)Nc1ccccc1NC2c1ccc(C)s1 (stereo not drawn),-0.5,-1.5,-1,1,-0.8,-1.2,0,0.3,-1,2,1
CCC(=O)Nc1cccc(-c2cnc3ccccc3n2)c1,6.9,1.7,-4,-2,1.1,-1.1,-6,2.2,-3,0,5
O=C(c1ccccc1[N+](=O)[O-])N1CC2C3C=CC(C3)C2C1 (stereo not drawn),0.6,0.2,4,-1,0.1,-1.1,0,-1.1,2,-3,-2
O=C1CC(=Nc2ccc([N+](=O)[O-])cc2)NN1c1c(Cl)cc(Cl)cc1Cl,-1.5,-0.9,-2,3,-1.9,-1.5,-6,0.2,7,1,-4
COc1ccc(S(=O)(=O)N(C)CC(=O)Nc2ccccc2C(F)(F)F)cc1Cl,-1.6,-0.1,-2,-2,-0.2,-0.4,3,-0.8,0,-1,2
O=c1c2ccccc2ncn1CCOCCOc1cccc(Br)c1,0.2,1.4,-2,-1,-0.2,-0.5,1,-1.3,1,0,-1
O=C(Nc1cccc(-c2cnc3ccccc3n2)c1)c1ccccc1,2.2,0.0,5,2,-0.3,-0.9,0,-0.4,0,-5,-2
Cc1cccc(C(CC(=O)O)n2cccc2)c1 (stereo not drawn),0.3,1.1,-4,1,-0.3,-1.2,-2,-0.3,-1,4,0
CCOC(=O)c1ccc(CSc2nnc(C)n2N)o1,2.4,0.4,2,1,0.6,-1.2,5,3.1,2,1,1
COc1ccc(-c2cc(=O)c3cc(O)ccc3o2)cc1,24*,5.2*,-3,-8,2.5,0.6,-67,5.1,-57,2,7
CCS(=O)(=O)N1CCN(C(=O)c2ccccc2)CC1,1.2,-0.9,-6,-2,-0.3,-0.5,3,-1.6,2,0,-1

# Screening data: PubChem BioAssay, several laboratories
